Assay outcomes (PubChem BioAssay)
CHT inh – inhibitors of human choline transporter CHT; CHT-expressing cells, membrane potential dye, choline response; active compounds read low; B-score at 10 µM; hit rate 0.86% among 310,000; AID 488975;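 active means B-score over 3 SD under the library average, and starting fluorescence ratio not unusually high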;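 further: choline stimulus applied at its EC90 after an EC20 pre-addition; B-score computed on integrated fluorescence ratio after choline addition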
Target sequence (Q9GZV3 whole entry, looked up): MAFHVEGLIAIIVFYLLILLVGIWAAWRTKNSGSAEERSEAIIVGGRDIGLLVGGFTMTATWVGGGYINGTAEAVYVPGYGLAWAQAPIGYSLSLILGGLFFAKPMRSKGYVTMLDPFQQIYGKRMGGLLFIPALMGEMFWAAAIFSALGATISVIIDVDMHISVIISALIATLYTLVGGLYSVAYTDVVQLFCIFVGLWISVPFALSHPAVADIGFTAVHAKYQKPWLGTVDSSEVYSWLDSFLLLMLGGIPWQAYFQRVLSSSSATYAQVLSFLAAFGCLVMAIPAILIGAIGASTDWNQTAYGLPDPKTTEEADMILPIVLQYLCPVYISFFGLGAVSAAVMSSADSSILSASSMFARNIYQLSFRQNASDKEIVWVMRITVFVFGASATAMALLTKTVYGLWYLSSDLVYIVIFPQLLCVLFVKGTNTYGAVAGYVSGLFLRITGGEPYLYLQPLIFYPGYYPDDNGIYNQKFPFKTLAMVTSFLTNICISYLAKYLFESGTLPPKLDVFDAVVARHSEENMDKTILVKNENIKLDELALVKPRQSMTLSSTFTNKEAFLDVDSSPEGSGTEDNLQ
CHT allo act – allosteric activators of human choline transporter CHT; Q9GZV3; AID 488977; CHT-expressing cells, membrane potential dye, choline EC20; active compounds read high; LV-AA mutant CHT in HEK293 cells; hit rate 0.49% among 310,000; B-score at 10 µM;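 active means initial fluorescence not abnormally high and integrated response B-score, plate-corrected, over 3 SD above library mean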
An asterisk follows results filed as active; i = inactive. An unsorted share of the library; overall some 1.4% were active at least once.

cpd	compound	CHT allo act	CHT inh
1	S=C(NCC1COc2ccccc2O1)Nc1ccc(Br)cc1 (stereo not given)	i	i
2	CCCc1nnc2c(N(C)S(=O)(=O)c3ccc(C)cc3)nc3ccccc3n12	i	i
3	COc1ccccc1-c1nc(NC(C)=O)n[nH]1	i	i
4	CCCOc1ccc(-c2cn3ccccc3n2)cc1	i	i
5	CC1CC(C)CN(CCC(=O)Nc2cccc(Cl)c2)C1 (stereo not given)	i	i
6	COc1ccc2c(c1)C(C1=C(O)CC(C)(C)CC1=O)C1=C(CC(C)(C)CC1=O)O2 (stereo not given)	i	i
7	CCCCN(Cc1cc2ccccc2[nH]c1=O)S(C)(=O)=O	i	i
8	COc1ccc(N(CC(=O)N/N=C/c2ccc(C(=O)O)cc2)S(=O)(=O)c2ccc(NC(C)=O)cc2)cc1	i	i
9	CCOC(=O)CSc1ncc(OC)c(Sc2ccc(Cl)cc2)n1	i	i
10	C/C(=N\NC(=O)C(c1ccccc1)c1ccccc1)c1ccc(O)cc1	i	i
11	COc1cccc(CNCC2CCCO2)c1 (stereo not given)	i	i
12	Cc1cc(SCc2cccc(C(F)(F)F)c2)nc(=O)[nH]1	i	i
13	COc1cccc(C(=O)C2CCCN(Cc3cn(C)nc3-c3ccccc3)C2)c1 (stereo not given)	i	i
14	COC(=O)CCCC[C@@H]1SC[C@@H](NC(=O)OC)[C@@H]1NC(=O)OC	i	i
15	COc1ccc(CC(=O)NCc2nnc(SCC(=O)Nc3cccc(F)c3)n2C)cc1	i	i
16	O=C1c2ccccc2-c2ccc(C(=O)N3CCCCC3)cc21	i	i
17	COC(=O)c1sc(N2CCCCC2)c(C#N)c1N	i	i
18	CNC(=O)N(O)C1N(C)C(=O)N(Cc2ccccc2)C1(C)C (stereo not given)	i	i
19	CCc1nnc(N/N=C\c2ccc(OC(C)=O)c(OC)c2)n1N	i	i
20	CCOc1ccc(OCC)c(NC(=O)CSc2nc3ccccc3c(=O)n2C)c1	i	i
21	Cc1cccc(NC(=O)C2CCCN(S(=O)(=O)c3ccc4c(c3)oc(=O)n4C)C2)c1 (stereo not given)	i	i
22	Cc1cc(C)c(S(=O)(=O)Nc2cccc3nsnc23)c(C)c1	i	i
23	Cc1cc(C)c(O)c(-c2n[nH]c3c2C(c2cccc(O)c2)N(Cc2ccco2)C3=O)c1 (stereo not given)	i	i
24	COCCNCC(=O)Nc1ccc(OC(F)(F)F)cc1	i	i
25	O=[N+]([O-])c1cccc(C2CC(c3ccccc3)=NN2c2ccccc2)c1 (stereo not given)	i	i
26	O=C(Nc1ccc(Br)c(C(F)(F)F)c1)c1ccccc1	i	i
27	Cc1cc2c3c([nH]c2cc1S(=O)(=O)NCc1ccc(CN2CCCCCC2)o1)CC(C)(C)CC3=O	i	i
28	Cc1ccc(OCCCSc2ncccn2)cc1C	i	i
29	CC(=O)Nc1ccc(OS(=O)(=O)c2ccc(C)cc2C)cc1	i	i
30	CC[n+]1oc(-c2ccccc2)cc1C	i	i
31	O=C(COC(=O)CCCSc1nc2ccccc2[nH]1)Nc1ccc(Oc2ccccc2)cc1	i	i
32	COC(=O)c1ccccc1NC(=O)CSc1nc(O)c(-c2ccccc2)c(=O)[nH]1	i	i
33	CCO/C=C1\SC(=S)N(c2ccc(Cl)cc2)C1=O	i	i
34	CN1C(=O)SC(Nc2ccccc2)C1=O (stereo not given)	i	i
35	Cc1ccc(-c2nc3ccccc3c(=O)n2O)cc1	i	i
36	CC(C)Nc1nc(Oc2ccc(Cl)cc2Cl)cc(C(F)(F)F)n1	i	i
37	N#CCC(=O)N1CCN(C(c2ccccc2)c2ccccc2)CC1	i	i
38	CN1CCc2c(OCc3ccc(F)cc3)cccc2C1=O	i	i
39	COc1cc(OC)c2c(-c3ccccc3)cc(=O)oc2c1C(CCN1CCCCC1)c1ccc(N(C)C)cc1 (stereo not given)	i	-5.9*
40	COc1ccc(/C=C/C(=O)OCC(=O)Nc2ccc(S(N)(=O)=O)cc2)cc1OC	i	i
41	COc1cc(OC)cc(C(=O)Nc2cc(C)nn2-c2ccccc2)c1	i	i
42	CCOc1ccc(-n2c(SCC(=O)NC)nnc2-c2ccco2)cc1	i	i
43	COc1ccc(-n2nc(C(N)=O)c(O)cc2=O)cc1	i	i
44	Fc1ccc(-n2nnc(-c3cccnc3Cl)n2)cc1	i	i
45	O=C(Nc1ccccc1C(=O)N/N=C/c1ccco1)c1ccc(F)cc1	i	i
46	CCn1c(SCC(=O)Nc2ccccc2C(=O)OC)nnc1-c1cccc(C)c1	i	i
47	CC(=O)C1C(=O)CC(c2ccc(Cl)cc2)CC1=O (stereo not given)	i	i
48	COCCNC(=O)C(c1ccc(C)o1)N(Cc1ccco1)C(=O)c1snc(C(N)=O)c1N (stereo not given)	i	i
49	CCNc1nc(NCC)nc(OCCOC(=O)c2ccccc2)n1	i	i
50	CN(C)c1ccc(C(=S)N2CCCCC2)cc1	i	i
51	CC(C)OCCCNC(=O)C(C)Oc1ccccc1 (stereo not given)	i	i
52	COc1cc(CNn2nnnc2N)ccc1OCC(=O)NC(C)(C)C	i	i
53	CCOC(=O)Cc1nc2ccccc2o1	i	i
54	O=[N+]([O-])c1cccc(S(=O)(=O)NCc2ccccn2)c1	i	i
55	Cc1c(NC(=O)CN2C(=O)C(=O)N(Cc3ccccc3)C2=O)c(=O)n(-c2ccccc2)n1C	i	i
56	Cn1c(=O)n(C)c2cc(C(N)=O)ccc21	i	i
57	CN(Cc1ccccc1)C(=O)c1ccccc1NC(=O)c1ccccc1	i	i
58	CC(=O)Nc1ccc(/C=C/C(=O)c2ccccc2)cc1	i	i
59	CCOc1cc(NC(=O)c2cccs2)c(OCC)cc1NC(=O)CCC(=O)NCc1ccccn1	i	i
60	CCC(C)(C)NC(=O)CN(C(=O)c1csnn1)c1ccccc1-c1ccccc1	i	i

Exported screen by screen: entries from further up.
53	CCOC(=O)Cc1nc2ccccc2o1
54	O=[N+]([O-])c1cccc(S(=O)(=O)NCc2ccccn2)c1
55	Cc1c(NC(=O)CN2C(=O)C(=O)N(Cc3ccccc3)C2=O)c(=O)n(-c2ccccc2)n1C
56	Cn1c(=O)n(C)c2cc(C(N)=O)ccc21
57	CN(Cc1ccccc1)C(=O)c1ccccc1NC(=O)c1ccccc1
58	CC(=O)Nc1ccc(/C=C/C(=O)c2ccccc2)cc1
59	CCOc1cc(NC(=O)c2cccs2)c(OCC)cc1NC(=O)CCC(=O)NCc1ccccn1
Compound	53	54	55	56	57	58	59
CHT allo act	i	i	i	i	i	i	i
CHT inh	i	i	i	i	i	i	i

The listing continues.
cpd	compound	CHT allo act	CHT inh
61	COc1ccc(C(=O)NC(Oc2ccccc2)C(Cl)(Cl)Cl)cc1 (stereo not given)	i	i
62	Cc1nc2sc(C(=O)Nc3ccccc3)c(N)c2c(C)c1[N+](=O)[O-]	i	i
63	CCOP(=O)(c1ccc(N(C)C)cc1)C(O)c1c(Cl)cccc1Cl (stereo not given)	i	i
64	Cc1ccc(S(=O)(=O)N2CCN(C(=O)c3ccc(-n4cncn4)c([N+](=O)[O-])c3)CC2)cc1C	i	i
65	Fc1ccc(CSc2nncn2NC/C=C/c2ccccc2)cc1	i	i
66	CC1CCCN(CCCNC(=O)C2CC(=O)N(c3ccc(F)c(Cl)c3)C2)C1 (stereo not given)	i	i
67	COc1ccccc1N(CC(=O)N1CCN(c2ccc(F)cc2)CC1)S(=O)(=O)c1ccc(C)cc1	i	i
68	O=C(NCc1cccnc1)Nc1cccc(Cl)c1Cl	i	i
69	O=C1CN(C(=O)COc2ccc(Br)cc2Br)c2ccccc2N1	i	i
70	O=C(c1ccc2nc(Cc3cccc(Cl)c3)oc2c1)N1CCC(CO)CC1	i	i
71	Cc1ccc(CN2CCCC(CO)(Cc3ccccc3C)C2)s1 (stereo not given)	i	i
72	Nc1cc(C(F)(F)F)ccc1-n1cccc1	i	i
73	O=C(CS(=O)(=O)Cc1ccccc1)NCc1ccc2c(c1)OCO2	i	i
74	Cc1nc(-c2cccc(NC(=O)C(C)Oc3ccccc3)c2)cs1 (stereo not given)	i	i
75	Cc1ccc2nc(-c3ccccn3)[nH]c2c1	i	i
76	O=C1NCC(O)=C1C=NC12CC3CC(CC(C3)C1)C2	i	i
77	COc1ccc(OCCOC(=O)c2[nH]c(C)c(C(C)=O)c2C)cc1	i	i
78	CCOCCCn1c(=S)[nH]c2cc(C(=O)N3CCN(C)CC3)ccc2c1=O	i	i
79	Cn1nc(-c2ccccc2)c(C(=O)Nc2ccc(Cl)cc2)c1Cl	i	i
80	Cc1nn(-c2ccc(Cl)nn2)c(=O)c2ccccc12	i	i
81	O=C(Nc1ccc2c(c1)OCCO2)C1CCCN(c2ncccn2)C1 (stereo not given)	i	i
82	Clc1nc(NCCN2CCOCC2)nc(NCc2ccccc2)n1	i	i
83	Oc1ccccc1C1=NOC(O)(C(F)F)C1 (stereo not given)	i	i
84	Nc1cc(Br)c(N)c(Br)c1	i	i
85	CN1CCN(c2ccccc2NC(=O)c2ccc3c(c2)OCCO3)CC1	i	i
86	CCCOC(=O)c1c(NC(=O)CCC(=O)O)sc2c1CCCCC2	i	i
87	Cc1sc(NC(=O)COc2ccccc2)c(C#N)c1C	i	i
88	CCCN(CCC)CCNC(=O)C(NS(=O)(=O)c1ccc2c(c1)CCC(=O)N2)c1ccccc1 (stereo not given)	i	i
89	COc1ccc(CCNC(=O)CCn2c(SCC(=O)N3CCCC3)nc3ccccc3c2=O)cc1OC	i	i
90	Cc1ccc(NC(=O)CS(=O)(=O)c2c[nH]c3ccccc23)c(C)c1	i	i
91	N/C(=N\OC(=O)c1cnn(-c2ccccc2)c1C(F)(F)F)c1cc(C(F)(F)F)cc(C(F)(F)F)c1	i	i
92	OCCCNC(=S)Nc1ccc(Br)cc1Cl	i	i
93	CCCCn1c(SCC(=O)c2ccc(O)c(O)c2)nc2ccsc2c1=O	i	i
94	CC(=O)N1CCOc2ccc(S(=O)(=O)N3CCC(C(=O)Nc4ccc(F)cc4)CC3)cc21	i	i
95	COC(CN1C(=O)C(=O)/C(=C(/O)c2ccccc2)C1c1ccccn1)OC (stereo not given)	i	i
96	CC(C)CCNC(=O)C1C2C=CC3(CN(Cc4ccccc4Cl)C(=O)C13)O2 (stereo not given)	i	i
97	COc1cccc(CNC(=O)c2cc(C)nc3ccccc23)c1	i	i
98	Cc1nc2ccccn2c1C(=O)NNC(=O)Nc1cccc(C(F)(F)F)c1	i	i
99	C/C(=C\c1ccccc1)CN1CCN(C(C)C)C(CCO)C1 (stereo not given)	i	i
100	Nc1nc(F)nc2c1ncn2[C@@H]1O[C@H](CO)[C@@H](O)[C@@H]1O	i	i
101	Cc1ccc(NC(=O)CNC(=O)c2ccccc2F)cc1Cl	i	i
102	CC(NC(=O)COc1ccc(Br)cc1)C(=O)O (stereo not given)	i	i
103	COc1ccc(OC)c(S(=O)(=O)N2CCCc3ccccc32)c1	i	i
104	O=C(CSc1nncs1)N1c2ccccc2Sc2ccccc21	i	i
105	COc1ccc(NS(=O)(=O)c2cc(NC(=O)c3ccc(=O)[nH]c3)ccc2N2CCCC2)cc1	i	i
106	O=C(C1CC1)N1N=C(c2ccc(Br)cc2)CC1(O)C(F)(F)F (stereo not given)	i	i
107	NCC1CCC(C(=O)Oc2ccc(CCC(=O)O)cc2)CC1 (stereo not given)	i	i
108	O=C(Cn1cc2c(n1)CCCC2)N1CCCc2ccccc21	i	i
109	O=C(NC1CCCC1)c1ccc(CS(=O)(=O)c2ccc(Br)cc2)o1	i	i
110	CC(C)CN(CC(C)C)C(=O)COc1ccccc1C(N)=O	i	i
111	CC(C)(C#CCN1CCCCC1)OCCOC(c1ccccc1)c1ccccc1	i	i
112	OCCNCCCCOc1ccc(OCc2ccccc2)cc1	i	i
113	O=[N+]([O-])c1cccc(/C=N/Nc2nc(N3CCOCC3)nc(N3CCOCC3)n2)c1	i	i
114	Nc1nonc1C(=O)N/N=C/c1ccc(-c2ccc(Cl)c(C(=O)O)c2)o1	i	i
115	COc1ccc(NC(=O)CN(C)C(=O)CNC(=O)c2cccs2)cc1	i	i
116	CCCCn1c(N)c(N(CCC(C)C)C(=O)CC2OC(=O)c3ccccc32)c(=O)[nH]c1=O (stereo not given)	i	i
117	COC(=O)[C@]1(CC(C)C)N[C@H](c2ccc(-c3ccc(OC)cc3)cc2)[C@@H]2C(=O)N(C)C(=O)[C@@H]21	i	i
118	Cc1ccc(Cn2ccc(NC(=O)CCSc3nc(-c4ccco4)cc(C(F)(F)F)n3)n2)cc1	i	i
119	C=C(c1ccccc1C)[n+]1ccccc1	i	i
120	O=C(c1ccco1)N(CCC(c1ccccc1)c1ccco1)Cc1ccc(F)cc1 (stereo not given)	i	i

(further entries)
cpd	compound	CHT allo act	CHT inh
121	Cn1cnnc1SCC(=O)Nc1cc(S(=O)(=O)N2CCCCCC2)ccc1Cl	i	i
122	Cc1cc(C)c(S(=O)(=O)NCc2cccnc2)cc1C	i	i
123	Cn1nc([N+](=O)[O-])nc1Oc1ccc2ccccc2c1	i	i
124	CN1CCN(Cc2nc3ccccc3c(=O)n2Cc2nc(-c3ccccc3F)cs2)CC1	8.2*	i
125	C=C1[C@@H](OC(C)=O)CC[C@]2(C)[C@@H]1C[C@@H]1C[C@H](OC(C)=O)C(C)=C([C@@H](OC(C)=O)[C@@H]2OC(C)=O)C1(C)C	i	i
126	COCCn1c(=NC(=O)c2ccc(S(=O)(=O)N3CCCc4ccccc43)cc2)sc2cc(S(C)(=O)=O)ccc21	i	i
127	Cc1ccc(S(=O)(=O)NCCC(=O)OCC(=O)Nc2cccc(S(=O)(=O)NC3=NCCCCC3)c2)cc1	i	i
128	Cn1c(O)c(C(C#N)=C2N=c3ccccc3=N2)c2ccccc21	i	i
129	Cc1cc(C)c2c(=O)n(CC(=O)Nc3ccc(Cl)cc3)sc2n1	i	i
